Source: PubChem (Sanford-Burnham Center for Chemical Genomics)
HEK293 NOD2/NF-kB = NOD2 signaling inhibitors, cell-based, luminescence, uHTS, HEK293 (AID 1566); inhibition, % at 4 µM; hits with a dose series show EC50 in µM; HEK293 NOD2/NF-kB luciferase reporter, luminescence; higher % means a stronger effect; 290,000 tested, 0.63% active; in the data active = inhibition above about 50%; also: many of its hits are not listed in these tables
NOD1 inhibition = NOD1 signaling inhibitors, primary screen, cell-based, luminescence, uHTS (AID 1578); inhibition, % at 4 µM, or EC50 in µM where a hit was titrated; NOD1-driven NF-kB luciferase reporter cells, luminescence; higher % means a stronger effect; 290,000 tested, 1% active; in the data active = inhibition mostly above about 36%, no sharp cut-off; inactive = mostly below about 34%;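 also: HEK-293T reporter cells stimulated with the NOD1 agonist gamma-tri-DAP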
Active calls of the source: *.

The first 2 compounds, ahead of the listing:
HEK293 NOD2/NF-kB	NOD1 inhibition	SMILES
0%	-16%	Cc1csc(=O)n1CC(=O)OCC(=O)NNC(=O)c1ccccc1
10%	-5%	COc1ccc(CCNC(=O)CNC(=O)c2nn(-c3ccc(OC)c(OC)c3)c(=O)c3ccccc23)cc1OC

Results, repeating the preview:
HEK293 NOD2/NF-kB	NOD1 inhibition	SMILES
0%	-16%	Cc1csc(=O)n1CC(=O)OCC(=O)NNC(=O)c1ccccc1
10%	-5%	COc1ccc(CCNC(=O)CNC(=O)c2nn(-c3ccc(OC)c(OC)c3)c(=O)c3ccccc23)cc1OC
-20%	-16%	COc1ccc(NC(=O)c2cccc(NS(=O)(=O)c3ccccc3)c2)cc1
-2%	-17%	Cc1nc2ccccc2c(=O)n1NC(=O)c1ccccc1
2%	-37%	CC(C)(C)c1ccc(C(=O)N2CCC(C(=O)N3CCCCC3)CC2)cc1
2%	10%	Cc1ccc(Cl)cc1N1CCN(S(=O)(=O)c2c(C)[nH]c(C)c2C(=O)N2CCCCC2)CC1
-4%	-33%	O=C(c1nc2ccc(Cl)cn2c1CN1CCCC1)N1CCc2ccccc2C1
7%	-10%	CS(=O)(=O)Nc1ccccc1N=C(c1ccccc1)c1ccccc1
-16%	-37%	C=CCNC(=O)N1CCCC(C(=O)c2cccc(OC(C)C)c2)C1 (centres undefined)
-18%	14%	CC1CC(C)CN(CCCNC(=O)CN2C(=O)c3cccnc3Oc3ccc(Cl)cc32)C1 (centres undefined)
-23%	4%	C[C@@H](C(=O)Nc1ccc2c(c1)OCO2)n1c(=O)[nH]c2ccccc2c1=O
13%	-29%	S=C(NCCN1CCOCC1)N1CCN(c2cccc(Cl)c2)CC1
-41%	-9%	COc1cc(/C=N/n2c(COc3ccccc3)n[nH]c2=S)cc(OC)c1OC(C)=O
0%	-3%	Oc1cccc2ccc(/C=C/c3ccccc3Cl)nc12
28%	7%	CC1CCN(CC(O)CN2c3ccccc3Sc3ccccc32)CC1 (centres undefined)
14%	1%	COC(=O)COc1ccc(/C=N/NS(=O)(=O)c2ccccc2)cc1
-3%	-22%	O=C(NC1CC1)C(=O)c1c[nH]c2ccccc12
13%	-4%	O=C(NCCCN1CCOCC1)c1ccc(N2CCOCC2)c([N+](=O)[O-])c1
-8%	-7%	COC(=O)[C@H](Cc1c[nH]c2ccccc12)NC(=O)NCc1ccc(OC)c(OC)c1
7%	-17%	CCCCN(C(=O)c1ccc(C)cc1)c1c(N)n(CCC)c(=O)[nH]c1=O
-67%	-47%	Cc1nc2ccc([N+](=O)[O-])cc2c(=O)n1Cc1ccc(Br)cc1
0%	3%	COc1cccc(CC(=O)OCC(=O)N2CCN(c3ccc(F)cc3)CC2)c1
-158%	-50%	NS(=O)(=O)c1ccc2nc(NC(=O)Nc3ccccc3F)sc2c1
6%	-19%	Cc1ccc(CN2[C@@H]3c4ccccc4C[C@@H]3OCCS2(=O)=O)cc1
10%	-5%	CCc1nc2c(c(=O)[nH]1)C(CC)(CC)Cc1ccccc1-2
11%	-7%	COc1ccc(NC2CCCN(C(=O)CSc3ccccc3)C2)cc1OC (centres undefined)
-19%	13%	Cc1ccc2[nH]c(=O)c(CC(=O)O)c(-c3ccccc3)c2c1
-1%	0%	CC(C)[C@H](NC(=O)c1ccccc1F)C(=O)Nc1ccc(F)c(F)c1
-1%	-5%	COc1ccc(N(CC(=O)N/N=C/c2ccc(C(=O)O)cc2)S(=O)(=O)c2ccc(NC(C)=O)cc2)cc1
0%	27%	O=C(CCCc1nc(-c2ccccc2Cl)no1)NC1CCCC1
2%	-25%	O=C(NCc1cccc(C(F)(F)F)c1)c1ccc(=O)[nH]c1
1%	-14%	CC(C)C(NS(=O)(=O)c1ccccc1)C(=O)NC1CCCC1 (centres undefined)

Quoted at random: 5 entries already listed, in no set order.
HEK293 NOD2/NF-kB	NOD1 inhibition	SMILES
-1%	-5%	COc1ccc(N(CC(=O)N/N=C/c2ccc(C(=O)O)cc2)S(=O)(=O)c2ccc(NC(C)=O)cc2)cc1
-1%	0%	CC(C)[C@H](NC(=O)c1ccccc1F)C(=O)Nc1ccc(F)c(F)c1
0%	27%	O=C(CCCc1nc(-c2ccccc2Cl)no1)NC1CCCC1
1%	-14%	CC(C)C(NS(=O)(=O)c1ccccc1)C(=O)NC1CCCC1 (centres undefined)
10%	-5%	CCc1nc2c(c(=O)[nH]1)C(CC)(CC)Cc1ccccc1-2

The list continues:
HEK293 NOD2/NF-kB	NOD1 inhibition	SMILES
2%	65%	CCCNC(=O)c1ccc(COc2ccc(Cl)cc2)o1
14%	-7%	CCN(CC)C(=O)Cn1cc(S(=O)(=O)CC(=O)Nc2ccccc2F)c2ccccc21
-83%	-8%	Cc1ccc(N=Nc2ccc(O)cc2)c(Br)c1
-9%	-18%	Cc1onc(-c2c(F)cccc2Cl)c1C(=O)N(C)C1CCCCC1
15%	24%	COc1ccc(C2N(C(C)=O)CCCN2S(=O)(=O)c2ccc(C)cc2)cc1 (centres undefined)
-10%	-21%	NC(=O)C1CCN(C(=O)CN(c2cccc(Cl)c2)S(=O)(=O)c2ccccc2)CC1
-12%	-30%	O=C(CCC1CCN(C(=O)c2cncs2)CC1)Nc1ccccc1
3%	4%	CC(=O)c1ccc(S(=O)(=O)N2CCCc3ccccc32)cc1
1%	25%	O=C(COc1ccc(Br)cc1)N(Cc1cccs1)C1CCS(=O)(=O)C1 (centres undefined)
5%	-38%	COc1cc(OC)c(NC(=O)c2csc(C)c2)cc1Cl
7%	-26%	N#CC1(N2CCN(C(=O)c3ccccc3)CC2)CCCCC1
22%	5%	CCc1nn(CCCC(=O)NCc2cc(Br)ccc2OC)c(=O)c2cc3occc3n12
-8%	-18%	O=C(NC(Cc1ccccc1)C(=O)O)/C(=C\c1ccc(F)cc1)NC(=O)c1ccco1 (centres undefined)
-7%	1%	COc1cc2c(cc1OC)CN(S(=O)(=O)c1ccccc1F)CC2
-18%	-40%	COc1cc(C2Nc3ccc4ccccc4c3C3=C2C(=O)CC(C)(C)C3)ccc1OCC(=O)O (centres undefined)
-6%	16%	O=C(CN1CCOCC1)Nc1ccc(OC(F)(F)F)cc1
15%	-34%	Cc1cc(C(=O)NCc2ccccc2Cl)c2ccccc2n1
12%	-21%	COc1ccc(-c2cc(C(=O)N3CCN(C(=O)c4ccccc4F)CC3)[nH]n2)cc1
-6%	-15%	O=C(CN1CCc2ccccc2C1)Nc1ccccc1F
12%	-6%	CCC(C)[C@H](NC(=O)C1CC(=O)N(c2ccc3c(c2)OCCO3)C1)C(=O)NC1CCCC1 (some centres undefined)
13%	-4%	O=C(c1ccccc1)c1ccc(Oc2ccc(C(=O)O)c(C(=O)O)c2)cc1
6%	21%	O=S(=O)(c1cccc(Cl)c1)N1CCC(c2nc3ccccc3[nH]2)CC1
6%	2%	Cc1ccccc1NC(=O)C(C)SCc1ccccc1 (centres undefined)
6%	-4%	O=C1Nc2ccccc2C1(O)c1ccccc1O (centres undefined)

5 entries from above in a different format.
Below each SMILES – HEK293 NOD2/NF-kB	NOD1 inhibition
O=S(=O)(c1cccc(Cl)c1)N1CCC(c2nc3ccccc3[nH]2)CC1
 : 6%	21%
COc1ccc(-c2cc(C(=O)N3CCN(C(=O)c4ccccc4F)CC3)[nH]n2)cc1
 : 12%	-21%
O=C(CN1CCc2ccccc2C1)Nc1ccccc1F
 : -6%	-15%
Cc1cc(C(=O)NCc2ccccc2Cl)c2ccccc2n1
 : 15%	-34%
CCC(C)[C@H](NC(=O)C1CC(=O)N(c2ccc3c(c2)OCCO3)C1)C(=O)NC1CCCC1 (some centres undefined)
 : 12%	-6%

Other results:
HEK293 NOD2/NF-kB	NOD1 inhibition	SMILES
4%	-37%	CC(C)[C@H](NC(=O)N1CCn2c1nc1ccccc12)C(=O)NCc1ccc2c(c1)OCO2
15%	-20%	Cc1cc(NC(=O)CCCN2C(=O)/C(=C/c3ccccc3Cl)SC2=S)no1
6%	-29%	C=CCOc1ccc(CNCc2cccnc2)cc1OCC
4%	-35%	COc1ccc(C(C)NC(=O)C2CCCC2)cc1OC (centres undefined)
-36%	-29%	O=C(c1ccncc1)N1N=C(c2ccc(Cl)cc2)CC1c1ccccc1O (centres undefined)
-7%	-38%	CCC1CCCCN1S(=O)(=O)c1ccc(NC(=O)C2CCCO2)cc1 (centres undefined)
-5%	-39%	CC(=O)Nc1ccc(NC(=O)c2ccc(COc3ccc(C)cc3)o2)cc1
4%	0%	COc1ccc(C)cc1N(CC(=O)NCCSCc1cccc(Cl)c1)S(C)(=O)=O
12%	-9%	CC(=O)N1CCc2cc(S(=O)(=O)CCC(=O)N3CCN(c4ccccc4)CC3)ccc21
39%	11%	COc1ccc(N2CCN(C(=O)c3cc(-c4ccc(F)cc4)[nH]c3C)CC2)cc1
-8%	-19%	CCOC(=O)CC1C(=O)NCCN1C(=S)NC(=O)c1ccccc1OC (centres undefined)
2%	-28%	CC(C)c1ccc(NC(=O)CCCC(=O)NCCc2ccccc2)cc1
13%	-17%	COc1ccc(C(=O)NC(=S)Nc2ccc3[nH]c(=O)[nH]c3c2)cc1
12%	-13%	Nn1c(Cc2ccccc2)nc2cc(Cl)ccc2c1=O
-20%	-24%	O=S(=O)(c1cccc(F)c1)N1CCN(C(=S)NCC2CCCO2)CC1 (centres undefined)
-18%	-22%	CCN1CSC(=S)N(Cc2ccccc2)C1
-10%	-34%	COc1cc(NC(=O)C(C)C)ccc1NC(=O)c1cc2ccccc2o1
15%	-1%	O=C(Cc1ccc([N+](=O)[O-])cc1)NC1CCCCCC1
-2%	9%	Cc1ccc(CNS(=O)(=O)c2c(C)nc3scc(C)n3c2=O)cc1
2%	-5%	COc1ccc(OCC(=O)N2CCCC2=O)c([N+](=O)[O-])c1
-1%	-3%	COCCn1c(SCC(=O)NCc2ccc(F)cc2)nc2ccccc21
-2%	4%	Cc1nc(C)n(CC(C)C(=O)N2CCN(S(=O)(=O)c3ccccc3)CC2)n1 (centres undefined)
8%	-12%	O=C(COc1ccc([N+](=O)[O-])cc1)Nc1ccc(NC(=O)c2ccccc2)cc1
-78%	-79%	CCc1c(C)nc2cc(-c3ccc(Cl)cc3)[nH]n2c1=O
-5%	2%	CN(Cc1ccccc1)C(=O)c1cc2cc(F)ccc2[nH]1
26%	-19%	COc1ccc(CNC(=O)c2ccc(CS(=O)Cc3cccc(Cl)c3)o2)cc1 (centres undefined)
6%	-33%	COc1ccc(CCNCC(O)COc2ccc(Cl)cc2)cc1OC (centres undefined)
0%	-6%	CCC(=O)Nc1nn(CC(C)C)c2nc3ccc(C)cc3cc12
3%	7%	COc1ccc(-n2c(C)nnc2SCC(=O)N2CCOCC2)cc1
15%	9%	CSc1sccc1/C=C(/C#N)C(=O)c1ccco1
5%	-13%	O=[N+]([O-])c1cc(C(F)(F)F)ccc1NCCc1ccncc1
12%	-4%	COc1ccccc1CNC(=O)C1Cc2cc(S(=O)(=O)N3CCCC3)ccc2N1C(C)=O (centres undefined)
-1%	7%	CCOC(=O)c1cc2c(ccc3nc(C)c(C)c32)[nH]c1C
19%	-18%	CCCn1c(=O)c(C(=O)Nc2cc(C)ccn2)c(O)c2ccccc21
4%	-39%	O=C(Nc1ccc(F)c(F)c1)C1CCCN(S(=O)(=O)c2cccc3nonc23)C1 (centres undefined)
6%	-25%	COc1ccc(Br)cc1CN1CCSCC1
4%	-15%	O=c1[nH]c2ccccc2n2c(C(F)(F)F)nnc12
-15%	14%	O=C(O)c1cccc([N+](=O)[O-])c1C(=O)Nc1cccc2ccccc12
20%	-4%	COCC(=O)Nc1ccc(S(=O)(=O)Nc2nccs2)cc1
4%	2%	O=C(NC(=S)Nc1ccccc1N1CCCCC1)c1ccc(F)cc1Cl
12%	-14%	CCOC(=O)N1CCN(C(=O)c2ccc3nc(-c4ccccc4)c(-c4ccccc4)nc3c2)CC1
-4%	-14%	COc1ccc(NS(=O)(=O)c2ccc(C(=O)OC(C)C(=O)N3CCOCC3)cc2)cc1 (centres undefined)
-13%	-19%	CCC(C)c1ccc(N(C(=O)c2ccco2)C(C(=O)NC2CCCC2)c2cccnc2)cc1 (centres undefined)
10%	0%	NC(=O)c1ccccc1NCC(=O)c1ccc(Cl)cc1
5%	-10%	CCOc1cccc(-c2c(C(=O)N/N=C/c3ccoc3)nnn2-c2nonc2N)c1
0%	-16%	CCOC(=O)C1CCN(S(=O)(=O)c2c(C)noc2C)CC1
20%	6%	COc1cc2c(cc1OC)C(c1ccccc1C)CC(=O)N2 (centres undefined)
0%	-10%	Cc1[nH]c(C)c(S(=O)(=O)N2CCc3ccccc32)c1C(=O)N1CCCCC1
2%	-15%	Cc1ccnc(NC(=O)CCC(=O)N(CC(=O)NCCc2ccccc2)c2ccc(F)cc2)c1
-1%	-16%	O=C(NC(=O)c1ccccc1Cl)C(=O)Nc1ccc(Cl)cc1
-50%	10%	CC(=O)c1nn(-c2ccc(C(F)(F)F)cc2)c(=O)[nH]c1=O
0%	-6%	N#CC1=C(N)Oc2cc(N)ccc2C1c1cc(Br)cs1 (centres undefined)
1%	-30%	O=C(CN1C(=O)C2C3C=CC(C3)C2C1=O)OCC(=O)c1ccc(Cl)cc1 (centres undefined)
2%	-18%	COc1ccccc1CN1CC(C(=O)NCc2nc3ccccc3n2C)CCC1=O (centres undefined)
-5%	5%	OCCC1CN(C2CCC2)CCN1Cc1ccc(F)c(F)c1 (centres undefined)
-14%	0%	CC(=O)c1sc(NC(=O)Cc2c(F)cccc2Cl)nc1C

(list continues)
HEK293 NOD2/NF-kB	NOD1 inhibition	SMILES
12%	-7%	COCCCn1c(C(=O)NCCN2CCOCC2)cc2c(=O)n3ccccc3nc21
12%	-20%	O=S(=O)(c1cccc2nsnc12)N1CCN(Cc2ccccc2)CC1
-3%	-10%	COc1cccc(CNc2ncc(C(=O)Nc3cc(OC)c(OC)c(OC)c3)c(C)n2)c1
-15%	-15%	CSCCCN1CCCC(CO)(Cc2ccccc2F)C1 (centres undefined)
10%	30%	CCCC1NC(C(=O)O)Cc2c1[nH]c1ccccc21 (centres undefined)

Some of the compounds tested (hit frequency here may not be typical).
